# Screening data as filed in PubChem.
# Dicer inh: inhibitors of human Dicer processing of pre-microRNA; Q9UPY3; cat-ELCCA pre-miR-21 Dicer processing, chemiluminescence; stronger effect = higher value; z-score at 25 µM; 47,000 tested, 6% active; AID 1347074; in the data active = z-score above about 3, passing the limit was not always enough;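 also: plate controls were vehicle for no effect and no enzyme for full effect; higher signal means more uncleaved substrate so more Dicer inhibition; strong numbers were not always called active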
# Target sequence (Q9UPY3 whole entry, looked up): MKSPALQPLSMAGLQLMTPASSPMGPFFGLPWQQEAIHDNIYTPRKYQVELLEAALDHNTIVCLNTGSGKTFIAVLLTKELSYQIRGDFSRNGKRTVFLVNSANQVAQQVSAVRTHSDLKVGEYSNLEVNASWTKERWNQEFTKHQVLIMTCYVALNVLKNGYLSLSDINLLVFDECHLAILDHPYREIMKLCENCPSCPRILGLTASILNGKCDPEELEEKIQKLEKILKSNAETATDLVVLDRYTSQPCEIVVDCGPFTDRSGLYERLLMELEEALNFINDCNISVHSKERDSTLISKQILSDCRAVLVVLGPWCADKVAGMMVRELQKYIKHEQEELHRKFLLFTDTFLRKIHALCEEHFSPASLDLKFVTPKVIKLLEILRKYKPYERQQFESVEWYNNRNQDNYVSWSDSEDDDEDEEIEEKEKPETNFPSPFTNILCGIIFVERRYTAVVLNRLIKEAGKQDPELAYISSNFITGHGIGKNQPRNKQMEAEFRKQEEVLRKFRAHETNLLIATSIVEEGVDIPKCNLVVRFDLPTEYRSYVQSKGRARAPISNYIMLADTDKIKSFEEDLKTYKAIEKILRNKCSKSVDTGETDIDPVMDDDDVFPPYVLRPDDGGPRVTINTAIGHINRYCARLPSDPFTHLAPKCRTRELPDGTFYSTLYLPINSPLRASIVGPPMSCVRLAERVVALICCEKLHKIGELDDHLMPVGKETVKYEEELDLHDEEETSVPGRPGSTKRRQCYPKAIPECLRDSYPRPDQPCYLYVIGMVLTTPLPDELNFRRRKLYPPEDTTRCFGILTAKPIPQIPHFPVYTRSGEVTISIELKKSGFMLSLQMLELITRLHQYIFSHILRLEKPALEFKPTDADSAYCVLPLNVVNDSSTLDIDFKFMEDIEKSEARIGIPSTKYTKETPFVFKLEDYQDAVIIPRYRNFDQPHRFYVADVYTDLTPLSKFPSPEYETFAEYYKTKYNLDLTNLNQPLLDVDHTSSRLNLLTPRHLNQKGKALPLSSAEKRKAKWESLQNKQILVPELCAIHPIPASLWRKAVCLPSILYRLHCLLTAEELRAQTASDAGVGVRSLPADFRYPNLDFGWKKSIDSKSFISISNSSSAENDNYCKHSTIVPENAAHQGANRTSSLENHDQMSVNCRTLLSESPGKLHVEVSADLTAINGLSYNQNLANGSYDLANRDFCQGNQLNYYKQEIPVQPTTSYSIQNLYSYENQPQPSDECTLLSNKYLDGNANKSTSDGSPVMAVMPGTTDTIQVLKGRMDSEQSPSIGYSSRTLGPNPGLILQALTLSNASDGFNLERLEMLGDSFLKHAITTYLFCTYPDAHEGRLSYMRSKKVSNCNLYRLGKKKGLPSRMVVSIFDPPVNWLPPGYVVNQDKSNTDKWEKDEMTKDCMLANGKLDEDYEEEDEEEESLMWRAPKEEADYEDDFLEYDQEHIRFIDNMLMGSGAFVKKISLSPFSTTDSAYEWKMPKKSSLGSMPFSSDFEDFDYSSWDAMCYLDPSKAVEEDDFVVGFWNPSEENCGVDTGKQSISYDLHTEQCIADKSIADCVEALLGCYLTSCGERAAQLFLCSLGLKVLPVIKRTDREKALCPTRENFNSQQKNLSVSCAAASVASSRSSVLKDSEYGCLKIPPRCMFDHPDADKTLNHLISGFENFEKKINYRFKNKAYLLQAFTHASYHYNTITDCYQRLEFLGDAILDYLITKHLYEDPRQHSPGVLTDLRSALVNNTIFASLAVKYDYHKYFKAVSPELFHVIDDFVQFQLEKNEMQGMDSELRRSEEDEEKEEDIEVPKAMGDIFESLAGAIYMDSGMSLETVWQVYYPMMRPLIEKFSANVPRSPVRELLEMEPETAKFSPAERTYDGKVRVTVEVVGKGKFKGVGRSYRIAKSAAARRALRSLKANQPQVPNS
# Active calls of the source: *; & = joins results of further samples.
SMILES	Dicer inh
O=C1NC(c2ccc3c(c2)OCO3)Nc2ccc([N+](=O)[O-])cc21 (stereo not drawn)	-1.57
Cc1onc(-c2ccccc2)c1CNS(=O)(=O)c1cc2ccccc2s1	-1
Cc1csc(-c2coc3cc(OC(=O)C(C)NC(=O)OCc4ccccc4)cc(C)c3c2=O)n1 (stereo not drawn)	-0.73
COC(=O)c1noc(C)c1-c1ccnn1C(=O)c1ccc(Cl)cc1	-0.78
CSc1nc(C)cc(-n2ccc(=O)[nH]c2=O)n1	0.39
CCOc1cccc(C2c3c(oc4ccc(F)cc4c3=O)C(=O)N2Cc2ccc3c(c2)OCO3)c1 (stereo not drawn)	0.22
CC(=O)Nc1ccc(NC(=O)c2c(-c3ccccc3Cl)noc2C)c(C)c1	0.6
Cc1cc(C)c(S(=O)(=O)N2CC(C)CC(C)C2)c(C)c1 (stereo not drawn)	0.57
N#CC(=NCc1cccnc1)C1=C(O)c2ccccc2C1=O	-1.76
CCOC(=O)Cc1csc(NC(=O)Nc2cc(Cl)ccc2OC)n1	0.77
Cc1onc(-c2ccccc2)c1C(=O)Nc1sc2c(c1C#N)CCC(C)C2 (stereo not drawn)	4.72*
Cc1nc2c(cnn2-c2ccccc2)c(=O)n1N	2.16
COc1cc(C2C(C(=O)OC(C)C)=C(C)NC3=C2C(=O)CCC3)cc(Br)c1O (stereo not drawn)	1.24
CCOC(=O)C1=C(C)NC2=C(C(=O)CC(C)(C)C2)C1c1cccc(F)c1 (stereo not drawn)	-0.62
COC(=O)C1=C(C)Nc2nnnn2C1c1ccc(F)cc1 (stereo not drawn)	-0.37
Cc1c(C#N)c(N)n(Cc2cc(C(F)(F)F)cc(C(F)(F)F)c2)c1C	1.53
O=c1ccnc(SCc2c(Cl)cccc2Cl)[nH]1	0.15
c1ccc(Nc2cc(-c3ccccc3)[nH]n2)cc1	-1.38
Cc1ccnc(SCC2=NN(c3nc(C)cc(C)n3)C(=O)C2)n1	0.27
CCC(C)OC(=O)COc1ccc2c(=O)c(Oc3ccc(OC)cc3)coc2c1 (stereo not drawn)	-1.27
COC(=O)c1sccc1Oc1ccc(Cl)cc1N1C(=O)CCC1=O	1.48
O=C(Nc1cccc(C(F)(F)F)c1)n1nc(C(F)(F)F)c2cnccc21	-0.15
CCOc1ccc(C2c3c(oc4cc(C)c(C)cc4c3=O)C(=O)N2CCCN2CCOCC2)cc1 (stereo not drawn)	0.88
CN=C1NC(=O)CC(C(=O)Nc2ccc(F)c(Cl)c2)S1 (stereo not drawn)	1.15
Cc1ccc(C2C3=C(Nc4ncnn42)c2ccccc2CCC3)cc1 (stereo not drawn)	2.02
O=C(NCc1ccc(F)cc1)c1nc2c(nnn2CC2CCCO2)c(=O)[nH]1 (stereo not drawn)	3.1*
Cc1ccc(O)c(-c2cc(C(F)(F)F)[nH]n2)c1	4.1*
CCC(C)OC(=O)C1=C(C)NC2=C(C(=O)CC(c3ccccc3)C2)C1c1ccc(N(C)C)cc1 (stereo not drawn)	3.34*
Cc1c(C)c(C)c(S(=O)(=O)N2CC(C)OC(C)C2)c(C)c1C (stereo not drawn)	-0.05
CC(C)NCC(O)COc1ccc(CCOCC2CC2)cc1 (stereo not drawn)	-0.49
N/C(COc1cc(Cl)cc(Cl)c1)=N\O	1.86
CCOC(=O)c1c(NC(=O)CN(CC)CC)sc2c1CCCC2=O	1.53
Cn1c(=O)c2c(O)c([N+](=O)[O-])c(=O)n(-c3ccccc3)c2n(C)c1=O	-2.18
O=C(O)C1C2C=CC3(CN(c4ccccc4)C(=O)C13)O2 (stereo not drawn)	1.47
COCCCNC(=O)N1c2ccccc2Sc2ccccc21	0.79
COCCOC(=O)C1=C(C)NC2=C(C(=O)CCC2)C1c1coc2ccccc2c1=O (stereo not drawn)	4.77
CCCN1C2=NCCCN2c2ccccc21	-0.55
Cc1ccnc(NS(=O)(=O)c2ccc(N)cc2)n1	2.33
NNC(=S)Nc1ccc(Cl)cc1	15.5
O=C(/C=C(/CC(=O)c1ccccc1)c1ccccc1)c1ccc(F)cc1	0.71
CCOC(=O)/C(C#N)=C/NC1CCN(Cc2ccccc2)CC1	-1.06
CCOc1ccc(C2c3c(oc4ccccc4c3=O)C(=O)N2c2nnc(C(C)C)s2)cc1OC (stereo not drawn)	1.04
Cc1nnc(SCC(=O)Nc2ncc3c(n2)CC(c2ccco2)CC3=O)s1 (stereo not drawn)	2.79
CCN(CC)c1nc(C)nc2c1sc(=S)n2-c1ccccc1	-2.07
COc1ccc2ncc3c(c2c1)-c1cc(Cl)ccc1OC3	-0.06
CCc1n(CC(O)COCc2ccccc2)c2ccccc2[n+]1C (stereo not drawn)	-0.4
O=C1NC(=O)/C(=C/c2ccc(-c3ccc(F)cc3O)o2)S1	0.08
COC(=O)c1c(C)oc2cc(Br)c(OCc3ccc(F)cc3)cc12	-2.66
O=C(Cn1nc(C(F)(F)F)c2c1CCC2)Nc1ccc2c(c1)OCO2	-0.16
COC(=O)c1sc(N2C(=O)c3oc4ccccc4c(=O)c3C2c2cccc(Cl)c2)nc1C (stereo not drawn)	1.81
COc1ccc(/C(O)=C2\C(=O)C(=O)N(CCCN3CCOCC3)C2c2ccc(F)cc2)cc1 (stereo not drawn)	0.88
Nc1c2c(nc3ccccc13)CCCC2	-0.54&0.57
CC(C)(C)Nc1nc(Cl)nc(Oc2ccc(=O)n(-c3ccccc3)n2)n1	-0.17
Cc1ccc(C(=O)N(c2ccccc2)C(C)C2CC2)cc1 (stereo not drawn)	-0.9
Ic1ccc(-n2cccc2)cc1	2
Cc1[nH]c2c(C)cccc2c(=O)c1CN(C)Cc1ccccc1	-0.41
CC(C)c1nc2sc3c(NCCCO)ncnc3c2c2c1COC(C)(C)C2	0.31
O=C1CSC2(C(=O)Nc3ccccc32)N1c1ccccc1 (stereo not drawn)	-0.52
CCOC(=O)C(N)CSC1CC(=O)N(c2ccc(OC)cc2)C1=O (stereo not drawn)	1.15
COc1ccc(CNc2nccs2)cc1OC	0.7

# Continuation:
structure | Dicer inh
COc1ccc(Nc2ncc3c(n2)CC(C)CC3=O)cc1 (stereo not drawn) | 2.83
Cc1cc(NC(=O)Nc2cc(F)ccc2C)n(C)n1 | -1.33
CCOC(=O)N1CCc2c(sc3c2C(=O)NC(c2cc(Br)ccc2OC)N3)C1 (stereo not drawn) | 0.46
COC(=O)c1sc(SC)c(C#N)c1-c1ccc(C)cc1 | -0.62
Cc1nn(CC/C(N)=N/OC(=O)c2ccccc2)c(C)c1Oc1ccc(Cl)cc1 | -1.18
O=C(O)CN1CC(=O)Oc2ccccc21 | -1.86
CCCCN1Cc2c(n(CC(=O)OCC)c3cc(-c4ccccc4)nn3c2=O)C1=O | -0.3
COC(=O)c1c(NC(=O)c2cc3ccccc3o2)sc2c1CCC2 | 1.72
CC(C)=NN(C)c1ncccc1[N+](=O)[O-] | -0.94
CCCCSC1=C(C#N)C(=O)NC(c2ccccc2O)S1 (stereo not drawn) | 0.9
CCSc1nnc(NC(=O)c2cc3ccccc3c(=O)o2)s1 | -1.51
COC(=O)C1=C(C)NC2=C(C(=O)c3ccccc32)C1c1ccc(O)cc1 (stereo not drawn) | 1.57
CCOC(=O)c1c(N)sc(C)c1-c1ccccc1 | -3.96
Cc1n[nH]c(C)c1Sc1nccc(-c2cccnc2)n1 | -1.46
O=C1c2ccccc2-c2onc3c(N4CCOCC4)cc(N4CCOCC4)c1c23 | 1.3
CC(C)=CC(=O)OCC(=O)c1ccc(C(F)(F)F)cc1 | 2.86
C=CCSC1=NNC(c2ccc(C(C)(C)C)cc2)=NN1 | -0.75
COc1ccc(-c2nc(SCc3ccccc3)n(S(C)(=O)=O)n2)cc1 | 5.19*
N#Cc1c(F)cccc1NC1CCN(Cc2ccccc2)CC1 | 1.13
Cc1c(C)c(C)c(C#CCOC2CCCCO2)c(C)c1C (stereo not drawn) | 0.01
COc1ccc(-c2nnc(SCc3ccccc3)o2)cc1 | 0.82
Cc1c(CNC(=O)c2nn3c(c2Cl)NC(c2cccs2)CC3C(F)(F)F)cnn1C (stereo not drawn) | 1.23
Cc1ccc2[nH]c(=S)n(-c3ccc(S(=O)(=O)N4CCCCC4)cc3)c(=O)c2c1 | -1.72
COc1ccc(Br)cc1/C=C/c1[nH]c(=O)[nH]c(=O)c1[N+](=O)[O-] | -0.25
O=C(CCc1ccccc1)NNc1cc(Cl)ccc1Cl | 0.08
NC(=O)CSc1nnc(-c2ccc(C(F)(F)F)cn2)s1 | -0.88
O=C(O)C1(NS(=O)(=O)c2ccc(Cl)cc2)CCCCC1 | 0.16
Cc1c(Cl)cccc1NC(=S)NNC(=O)c1ccccc1Cl | -2.24
CCN1C(=O)C2(/C(=C(/O)c3ccc(F)cc3)C(=O)C(=O)N2CCCN2CCOCC2)c2ccccc21 (stereo not drawn) | 2.42
COCC(C)NC(=O)c1cc2cccc([N+](=O)[O-])c2[nH]1 (stereo not drawn) | -0.98

# Rewritten as labelled records: four of the compounds above.
O=C(O)C1(NS(=O)(=O)c2ccc(Cl)cc2)CCCCC1
  Dicer inh = 0.16
Cc1c(Cl)cccc1NC(=S)NNC(=O)c1ccccc1Cl
  Dicer inh = -2.24
CCN1C(=O)C2(/C(=C(/O)c3ccc(F)cc3)C(=O)C(=O)N2CCCN2CCOCC2)c2ccccc21 (stereo not drawn)
  Dicer inh = 2.42
COCC(C)NC(=O)c1cc2cccc([N+](=O)[O-])c2[nH]1 (stereo not drawn)
  Dicer inh = -0.98

# Additional compounds:
structure | Dicer inh
CCOc1nc(-c2ccccc2)ccc1-c1noc(C)n1 | 0.86
c1ccc(CN(Cc2ccccc2)c2ncnc3nc[nH]c23)cc1 | -0.92
C=CCOc1cccc(C2c3c(oc4ccc(F)cc4c3=O)C(=O)N2CCCN2CCOCC2)c1 (stereo not drawn) | 2.67
CC(=O)OC[C@H]1O[C@@H](n2ncc(=O)[nH]c2=O)[C@H](OC(C)=O)C1OC(C)=O (stereo partly drawn) | 0.02
CCOC(=O)NC(=S)Nc1cc(C(C)(C)C)ccc1NC(C)=O | 2.58
CCN(CC)CCNc1nc(-c2ccco2)c2c(c1C#N)CC(C)(C)OC2 | 0.57
CCCN(CC#CC(O)(c1ccccc1)c1cccnc1)CCC (stereo not drawn) | 0.23
Cc1cc(NC(=O)c2c(-c3c(Cl)cccc3Cl)noc2C)c([N+](=O)[O-])cc1C | 8.69
CCOC(=O)c1cnc(C(F)(F)F)nc1Nc1ccccc1Cl | -1.18
O=C(O)C1CCN(c2ccc(C(F)(F)F)cn2)CC1 | 0.48
O=C(NC1CCN(C(=O)c2cc(-c3ccc(Cl)cc3)oc2C(F)(F)F)CC1)c1ccccc1 | 0.27
COC(=O)c1sc(S(C)=O)c(-c2ccno2)c1C (stereo not drawn) | -0.21
CC1CCN(S(=O)(=O)c2ccc3[nH]c(=O)[nH]c3c2)CC1 | 0.37
CCN(CC)c1ccc(C2Nc3ccc4ncccc4c3C3=C2C(=O)CCC3)cc1 (stereo not drawn) | -0.29
CCCCNc1cc(F)nc(N)n1 | 0.2
COC(=O)c1c(C)[nH]c(C)c1/C=C(\C#N)C(=O)c1ccc(Cl)cc1 | -8.17
CCOC(=O)N1CCc2c(sc3c2C(=O)NC(c2ccc(Cl)cc2)N3)C1 (stereo not drawn) | -5.41
Cc1ccc(C(=O)O)c2c1N[C@H](c1cccc(Cl)c1)C1CC=CC21 (stereo partly drawn) | -1.67
O=C(O)COc1ccc2c(c1)oc(=O)c1ccccc12 | 0.04
CNS(=O)(=O)c1cc(C(F)(F)F)ccc1Cl | -1.62
CN(C)S(=O)(=O)c1ccc2c(c1)oc(=O)c1cc(S(=O)(=O)N(C)C)ccc12 | -0.56
COc1ccc(C2C(C(=O)c3ccco3)=C(O)C(=O)N2CCCN(C)C)cc1OC (stereo not drawn) | 1.78
CCOC(=O)CSC1=NC(=O)CS1 | -1
c1cncc(-c2csc(NCc3ccco3)n2)c1 | -1.05
O=C(Cn1nnc2ccccc21)N/N=C/c1cccs1 | -0.41
O=c1c2ccccc2nc2n1CCc1c-2[nH]c2ccccc12 | -0.59
CC(=O)N1N=C(c2ccccc2O)CC1c1ccc(Cl)cc1Cl (stereo not drawn) | 0.61
COc1cccc2c1C(=O)c1c(O)c3c(c(O)c1C2=O)C[C@@](O)(C(C)=O)C[C@@H]3O[C@H]1C[C@H](N)[C@H](O)[C@H](C)O1 | -0.7
COc1cccc(Cl)c1NC(=O)N1CCN(c2cc(C)nc3ccccc23)CC1 | 1.86
Nc1cc(=O)n(Cc2ccccc2)c(=O)n1-c1ccc(F)cc1 | 0.85

# 5 entries out of the list, arranged by SMILES length, highest first:
structure | Dicer inh
COC(=O)c1c(C)[nH]c(C)c1/C=C(\C#N)C(=O)c1ccc(Cl)cc1 | -8.17
Nc1cc(=O)n(Cc2ccccc2)c(=O)n1-c1ccc(F)cc1 | 0.85
CC(=O)N1N=C(c2ccccc2O)CC1c1ccc(Cl)cc1Cl (stereo not drawn) | 0.61
O=C(O)COc1ccc2c(c1)oc(=O)c1ccccc12 | 0.04
CCOC(=O)CSC1=NC(=O)CS1 | -1

# (next part)
structure | Dicer inh
CC(OCc1ccccc1)C(NC(=O)OC(C)(C)C)C(=O)NCc1ccccc1 (stereo not drawn) | -1.82
Cc1ccc(C)c(C(=O)CC2(O)C(=O)N(C)c3ccccc32)c1 (stereo not drawn) | 0.19
CCOc1cc(C2c3c(oc4ccccc4c3=O)C(=O)N2c2nccs2)ccc1O (stereo not drawn) | -0.79
CCOC(=O)c1cnc2c(C#N)cnn2c1-c1ccccc1 | 0.65
COc1ccc(OCC(O)Cn2nnc3ccccc32)cc1 (stereo not drawn) | 0.53
O=[N+]([O-])c1cccnc1Sc1nccc(-c2cccnc2)n1 | -0.47
O=C1C2CCCCC2C(=O)N1c1cccc(O)c1 (stereo not drawn) | 0.83

# An excerpt (hit frequency here may not be typical).
